IL2 activator: qHTS of IL-2 Activators | activation, % (series mostly up to about 46 µM) | 360,000 compounds, 0.065% hits | AID 652025, 2013 | IL-2 activation reporter assay, cell-based qHTS; stimulated with anti-CD3/CD4/CD28 beads; in transgenic mouse T cells; in the data active means activation above about 50%; inconclusive means mostly about 30% to 49%; further: 0% is about no effect
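Readout is EGFP and DsRed signal by fluorescent plate cytometry after 18 h at 37 degrees C. Transgenic mouse T cells (750/well) received compound for 60 min before bead stimulation (anti-CD3, anti-CD4, anti-CD28); memory T cells served as non-tolerant control.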
EPAC1 antagonist: qHTS for Antagonist of cAMP-regulated guanine nucleotide exchange factor 3 (EPAC1): primary screen. Potency, µM (titrated, usually from 115 µM), for the others: at the top dose activity change, negative = inhibition, actives largely listed as inhibitors. EPAC1 GEF assay, Rap1b-BODIPY-GDP exchange fluorescence. 360,000 compounds, 0.14% hits;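 further: potency means the concentration at half of the fitted maximal effect; plate controls were vehicle for no effect and positive control for full effect; nearly all actives have a fitted effect of over 50% in size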
Target sequence (O95398 whole entry, looked up): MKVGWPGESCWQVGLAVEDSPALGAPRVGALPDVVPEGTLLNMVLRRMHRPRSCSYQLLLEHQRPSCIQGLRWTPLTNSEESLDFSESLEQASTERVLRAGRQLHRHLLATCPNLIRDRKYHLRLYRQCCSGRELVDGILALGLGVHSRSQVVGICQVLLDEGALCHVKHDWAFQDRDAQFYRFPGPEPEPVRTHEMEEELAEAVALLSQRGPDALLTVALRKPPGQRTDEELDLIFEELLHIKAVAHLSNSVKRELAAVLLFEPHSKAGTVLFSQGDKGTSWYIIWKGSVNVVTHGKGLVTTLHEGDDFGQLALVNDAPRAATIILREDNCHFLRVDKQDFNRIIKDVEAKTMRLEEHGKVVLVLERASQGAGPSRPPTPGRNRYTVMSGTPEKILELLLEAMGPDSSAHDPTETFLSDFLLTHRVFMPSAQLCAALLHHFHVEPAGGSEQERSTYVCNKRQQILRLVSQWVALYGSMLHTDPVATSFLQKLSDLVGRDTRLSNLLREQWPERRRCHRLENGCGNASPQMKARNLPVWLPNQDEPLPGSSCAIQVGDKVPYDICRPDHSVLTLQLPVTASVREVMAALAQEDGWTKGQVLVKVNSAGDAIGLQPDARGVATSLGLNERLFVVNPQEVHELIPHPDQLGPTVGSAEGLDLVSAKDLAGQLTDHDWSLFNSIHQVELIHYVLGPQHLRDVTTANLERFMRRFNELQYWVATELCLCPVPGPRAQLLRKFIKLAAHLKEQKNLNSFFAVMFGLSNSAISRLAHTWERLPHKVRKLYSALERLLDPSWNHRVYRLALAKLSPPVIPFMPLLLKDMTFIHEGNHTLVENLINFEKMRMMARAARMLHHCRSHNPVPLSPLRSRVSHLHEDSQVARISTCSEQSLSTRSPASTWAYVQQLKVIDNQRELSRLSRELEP
PLK1 PBD inh: qHTS for Inhibitors of PLK1-PDB (polo-like kinase 1 - polo-box domain): Primary Screen; Serine/threonine-protein kinase PLK1 (Homo sapiens), P53350; Plk1 PBD binding of FITC phosphopeptide, fluorescence polarization; Potency, µM, inactives show max response, negative = inhibition, actives largely listed as inhibitors; 360,000 compounds, 2.8% hits; further: potency means the concentration at half of the fitted maximal effect; series mostly up to about 57 µM; on the % scale 0 is the no-effect control and ±100 the full control effect; nearly all actives have a fitted effect of over 65% in size
PI5P4K alpha inh: qHTS for Inhibitors of phosphatidylinositol 5-phosphate 4-kinase (PI5P4K); Phosphatidylinositol 5-phosphate 4-kinase type-2 alpha (Homo sapiens), P48426; PI5P4Kalpha enzyme, ADP-Glo luminescence, 60 min; hits give low values; max response, %; 330,000 compounds, 1.2% hits; AID 652105, 2013; active means max response of -50% or lower; inconclusive means between -30% and -50%; inactive means -30% or higher; further: value at the top dose of about 77 µM; on the % scale 0 is the no-effect control and ±100 the full control effect
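ADP-Glo luminescence end-point read after a 60 min room-temperature kinase reaction of PI5P4Kalpha plus substrate, initiated with ATP at 5 microM final. Buffer: 0.038 M HEPES pH 7.4, EGTA, 0.1% CHAPS, 5% DMSO.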
FUS yeast rescue: qHTS for Suppressors of FUS Proteinopathy: Primary screen using FUS-linked yeast assay; AID 1347120, 2019; Potency, µM (titrated, usually from 76.6 µM), without a hit: top-dose growth rescue (activation), most hits filed as activators; 390,000 compounds, 0.24% hits; S. cerevisiae FUS-expressing, growth rescue, OD600, 24 h;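 further: potency means the concentration at half of the fitted maximal effect; plate controls were DMSO vehicle for no effect and reference control for full effect; nearly all actives have a fitted effect of over 55% in size; some results filed as inactive show a strong effect at the top dose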
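FUS-expressing yeast, raffinose-pregrown, induced in 2% galactose minimal medium at OD 0.005; compounds in a dilution series, 24hr at 30C. Growth restoration read as absorbance at 600 nm. CP55940 positive control, DMSO negative.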
Abeta rescue: qHTS for compounds that reverse cellular toxicity of Amyloid beta (A-beta) peptide in yeast: Primary Screen; yeast expressing A-beta42, growth rescue, OD600, 48 h; response scale: 0% DMSO, 100% iron-clioquinol control; Potency, µM (doses to about 46.1 µM), inactives show top-dose growth rescue, actives largely listed as activators; 410,000 compounds, 0.063% hits; AID 1347071, 2019; further: potency means the concentration at half of the fitted maximal effect; nearly all actives have a fitted effect of over 55% in size
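Yeast A-beta toxicity model in growth medium with pinned compounds, 48 h at 30 C; growth read as absorbance at 600 nm. Normalized to FeCl3/clioquinol equimolar mix (positive) and DMSO (negative).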
WRN inhibitor: qHTS for Inhibitors of WRN Helicase; Bifunctional 3'-5' exonuclease/ATP-dependent helicase WRN (Homo sapiens), Q14191; 360,000 compounds, 0.46% hits; Potency, µM (titrated, usually from 114 µM), inactives show at the top dose activity change, negative = inhibition, hits mostly inhibitors; WRN helicase unwinding, fluorescent forked duplex, kinetic; AID 651768, 2012; further: potency means the concentration at half of the fitted maximal effect; on the % scale 0 is the no-effect control and ±100 the full control effect; nearly all actives have a fitted effect of over 55% in size
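Primary qHTS, 1536-well format. 20 nM WRN + compound, 15 min RT; start with 100 nM forked fluorophore/quencher duplex, 2 mM ATP (final); kinetic read ex 525/em 598 nm.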
EPAC1 ag: qHTS for Agonist of cAMP-regulated guanine nucleotide exchange factor 3 (EPAC1): primary screen; Rap guanine nucleotide exchange factor 3 (Homo sapiens), O95398; EPAC1 agonist qHTS, biochemical assay; response scale: 100% = response to 6.5 mM cAMP; Potency, µM (highest dose often 154 µM), for the others: at the highest dose activation, most hits filed as activators; 360,000 compounds, 0.073% hits; AID 720707, 2013; further: potency means the concentration at half of the fitted maximal effect; nearly all actives have a fitted effect of over 60% in size
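Nucleotide exchange assay: 100 nM EPAC1 with 250 nM Rap1B loaded with BODIPY-GDP and 50 uM GDP, room temperature. Fluorescence (480/540 nm) read every 5 min for 30 min; signal change normalized to 6.5 mM cAMP as full agonist.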
aSyn rescue: qHTS of alpha-syn Inhibitors; Potency, µM (top dose mostly 46.1 µM), for the others: at the top dose growth rescue (activation), most hits filed as activators; 370,000 compounds, 0.14% hits; Yeast expressing alpha-synuclein, growth rescue, BacTiter-Glo, 24 h; further: potency means the concentration at half of the fitted maximal effect; % of control where 0% means no effect; nearly all actives have a fitted effect of over 65% in size
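Readout is rescue of growth in alpha-synuclein-expressing yeast, so inhibitors of toxicity appear as activators. Growth after 24 hr at 30 deg C in galactose medium is quantified by luminescence.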
* marks the source's active call; other numbers are inactive results; u = inconclusive; x = no result given; & = joins results of further samples; ! = repeats disagree; [ ] = dose if it differs, or a comment. Unless noted, the call rests on the fitted dose curve; in most records, active means well fitted curve in the direction sought with a large enough effect; inconclusive means small, poorly fitted or top-dose-only effect, or another doubt; inactive means no such curve, though single readings can be large; an effect the other way counts as inactive or inconclusive.

Second line of a record: PI5P4K alpha inh, PLK1 PBD inh, EPAC1 antagonist, EPAC1 ag, aSyn rescue, FUS yeast rescue, Abeta rescue, IL2 activator, WRN inhibitor
- COc1cc(C2C(C#N)=C(N)N(N(C)C)C3=C2C(=O)CC(C)(C)C3)cc(OC)c1OC (stereo unspecified)
 : -1, 2%, -5%, 9%, -5%, 7%, 11%, -0.1, 8%
- CC1(OC(=O)C2CCCC2)C(=O)C=C2C=C(c3ccc(C#N)cc3)OC=C2C1=O (stereo unspecified)
 : -76*, u, u, -16%, -6%, 24%, -21%, -0.2, u
- COCCCn1c(=O)/c(=C\c2ccccc2OC(F)F)s/c1=C(/C#N)C(=O)NCCOC
 : 4, 15%, -6%, 5%, 1%, -22%, -3%, u, -1%
- NC(=O)CC(NC(=O)c1ccccc1)c1ccc(N2CCC(Br)CC2)c([N+](=O)[O-])c1 (stereo unspecified)
 : 2, 0%, 6%, -18%, 0%, -25%, 5%, -0.4, -1%
- Cc1ccc(C(=O)Nc2cccc(C(=O)N3CCOCC3)c2)cc1Cl
 : 2, 3%, 4%, 1%, 4%, x, 6%, -1.2, -24%
- COc1ccccc1C(CNC(=O)c1cccc(NS(=O)(=O)c2ccc(Br)cc2)c1)N(C)C (stereo unspecified)
 : 10, -13%, -22%, -1%, -11%, 19%, 4%, -2.6, 4%
- CC(=O)Nc1ccc(/C(C)=N/NC(=O)CN(c2ccccc2Br)S(C)(=O)=O)cc1
 : -8, 0%, u, -5%, 1%, 1%, 3%, -0.5, 0%
- COc1ccc(CCC(=O)Nc2ncc(C)s2)cc1
 : 4, -1%, 13%, -3%, 3%, 2%, -9%, 1.0, -1%
- CC(C)(C)NC(=O)CSc1nnc(C2CC2)n1Cc1ccccc1
 : -8, -9%, -8%, 4%, 0%, 19%, -13%, -0.8, 13%
- COCC1CCCCN1C(=O)CCCn1nnnc1CN1CCC(C)CC1 (stereo unspecified)
 : 4, -1%, 6%, 1%, -2%, x, -15%, -2.4, -24%
- CC(=O)Nc1ccc(S(=O)(=O)N2CCC(C(=O)NCCC(=O)NCc3ccncc3)CC2)cc1
 : -3, -12%, 21%, 3%, -5%, 8%, 6%, -1.9, -3%
- CCN(CC)S(=O)(=O)c1ccc(-c2nnc(SCC(=O)Nc3ccc(OC)c(OC)c3)o2)cc1
 : -1, 5%, 3%, 1%, x, -5%, 14%, -0.1, 0%
- Cc1ccc(CSC2=NCCN2S(=O)(=O)c2ccc(F)cc2)cc1
 : 18, -6%, u, 8%, 8%, 28%, 19%, -1.1, -4%
- O=C(COC(=O)c1ccc(Br)cc1)NCCN1C(=O)CSC1=O
 : 2, -10%, 2%, 10%, -1%, 14%, -17%, 1.5, -5%
- OCCN1CCN(CC(O)COc2ccc(C34CC5CC(CC(C5)C3)C4)cc2)CC1 (stereo unspecified)
 : 13, 9%, 10%, -5%, -18%, 21%, -68%[inhibitor], -1.1, -9%

Next section:
Second line of a record: PI5P4K alpha inh, PLK1 PBD inh, EPAC1 antagonist, EPAC1 ag, aSyn rescue, FUS yeast rescue, Abeta rescue, IL2 activator, WRN inhibitor
- COc1ccc2c(c1OC)C(C1c3c(cc4c(c3OC)OCO4)CCN1C)OC2=O (stereo unspecified)
 : 4, -8%, -2%, -3%, 4%, 14%, 4%, 0.9, 1%[57.1 µM]
- O=S(=O)(c1ccc(Cl)cc1)c1nc(-c2ccco2)oc1N1CCOCC1
 : -8, -1%, 15%, 1%, 13%, 5%, 9%, -0.6, 16%
- O=C(N/N=C/c1cc([N+](=O)[O-])ccc1O)c1cccc(N2CCCC2=O)c1
 : -3, -6%, 1%, -15%, -8%, 18%, -17%, -1.9, 2%
- Cn1c(=O)[nH]c(=O)c2c1nc(Br)n2C/C=N/NC(=O)c1ccccc1
 : -8, 4%, 4%, 0%, -2%, -8%, -6%, 0.2, -1%
- CCOC(=O)c1c(NC(=S)NNS(=O)(=O)c2ccc(Br)cc2)sc2c1CCCCC2
 : -15, 27µM*, -7%, -21%, 11%, 21%, 6%, 0.6, -13%
- CC1=C(C(=O)N(C)C)CC(CC(=O)NC2CCCC2)C(=O)N1Cc1ccccc1 (stereo unspecified)
 : 0, -9%, 14%, 6%, 0%, -23%, 3%, 3.7, -5%
- Cn1ncc(Cl)c1C(=O)NCc1cc(C(C)(C)C)n[nH]1
 : 1, -10%, -5%, 7%, -5%, 1%, -1%, -1.9, -2%
- Cc1oc(S(=O)(=O)N2CCCCC2)cc1NC(=O)Nc1ccccc1
 : -6, 3%, 2%, -8%, 5%, -15%, 3%, -0.1, -19%
- COc1cccc(C(=O)N2CCN(Cc3cccc(F)c3)CC2)c1
 : -1, -2%, -28%, 0%, -4%, 1%, -9%, -0.4, 8%
- CCCCC1S/C(=N/N=C/c2cccs2)NC1=O (stereo unspecified)
 : -11, 3%, 4%, -1%, -12%, x, -15%, -0.5, -13%
- CC(=O)N1CCCc2ccc(NS(=O)(=O)c3ccccc3)cc21
 : -13, -10%, -24%, 9%, -1%, 28%, -5%, -4.4, -1%
- Cc1c(C(=O)NCc2ccc3c(c2)OCCO3)sc(=O)n1Cc1ccccc1C(F)(F)F
 : 13, 0%, -12%, -4%, 3%, u, 10%, 0.6, -3%[57.1 µM]
- CS(=O)(=O)N1N=C(c2cccs2)CC1c1ccco1 (stereo unspecified)
 : u, -17%, -27%, 0%, -1%, 43%, -1%, -1.6, -17%
- CCN1CCN(Cc2ccc(NC(=O)c3cc(NC(=O)C(=O)c4c[nH]c5ccccc45)cc(OC)c3)cc2C(F)(F)F)CC1
 : -63*!, -8%&-6%, u, 0%&-10%, -35%&-40%[inhibitor], u, 0%&0%, -3.2&-0.5, 4%&7%
- C[C@@H]1CN([C@H](C)CO)C(=O)c2c(c3ccccc3n2C)-c2ccccc2CO[C@H]1CN(C)C(=O)CCC(F)(F)F
 : -6, 3%, 5%, -9%, u, 27%, 5%, 1.5, 8%

The list goes on.
Second line of a record: PI5P4K alpha inh, PLK1 PBD inh, EPAC1 antagonist, EPAC1 ag, aSyn rescue, FUS yeast rescue, Abeta rescue, IL2 activator, WRN inhibitor
- Cc1ccc(C2NCCS2)cc1 (stereo unspecified)
 : -1, 2%, -17%, 3%, -1%, -10%, 32%, -2.5, 2%[57.1 µM]
- CC(=O)NC(=S)Nc1cccc2c(C)cc(C)nc12
 : 1, -14%, 4%, 0%, -8%, -12%, 1%, -2.8, 3%
- Cc1ccnc(NS(=O)(=O)c2cc(-c3cc(C)no3)ccc2C(C)C)c1
 : 1, -17%, 1%, 1%, -6%, 14%, 6%, 0.1, -8%
- COc1ccc(-c2cc(=O)oc3cc(OC(C)C(=O)NCc4ccccn4)ccc23)cc1 (stereo unspecified)
 : -15, -3%, 2%, -20%, 2%, 20%, -15%, -0.8, 4%
- CS(=O)(=O)N1CCCC(C(=O)NCCCN2CCc3ccccc3C2)C1 (stereo unspecified)
 : x, -14%, -16%, 10%, -3%, -9%, -18%, -0.6, -11%
- Fc1ccc(-n2c(CN3CCCCC3)n[nH]c2=S)cc1
 : 0, u, 4%, -8%, 4%, 34%, -5%, 0.3, -1%
- O=C(C1CC(=O)N(c2ccccc2)C1)N1CCN(C2=NS(=O)(=O)c3ccccc32)CC1 (stereo unspecified)
 : x, -2%, -3%, 7%, 0%, 6%, 2%, -2.4, 7%
- CCOC(=O)c1c(/N=C/c2cccc(C)c2O)sc2c1CCN(C)C2
 : 3, -5%, -6%, 2%, -1%, x, -25%, 0.0, 1%
- O=c1oc2ccccc2c(=O)c2ccccc12
 : -3, -6%, -4%, -3%, 6%, -12%, 7%, -0.3, 11%
- O=C(NCCc1nc2ccccc2[nH]1)c1ccc(F)cc1
 : x, -7%, 1%, -2%, -3%, 29%, -21%, 3.6, -2%
- O=C1NC(=Nc2ccccc2)S/C1=C/c1cccs1
 : -12, -12%, 1%, -7%, -1%, 12%, 0%, -2.5, -10%

Record cards, as listed above. Order of screens: PI5P4K alpha inh, PLK1 PBD inh, EPAC1 antagonist, EPAC1 ag, aSyn rescue, FUS yeast rescue, Abeta rescue, IL2 activator, WRN inhibitor
CC(=O)NC(=S)Nc1cccc2c(C)cc(C)nc12 is listed as 1, -14%, 4%, 0%, -8%, -12%, 1%, -2.8, 3%
O=C1NC(=Nc2ccccc2)S/C1=C/c1cccs1 is listed as -12, -12%, 1%, -7%, -1%, 12%, 0%, -2.5, -10%

Taken from above:
In PLK1 PBD inh, O=C(N/N=C/c1cc([N+](=O)[O-])ccc1O)c1cccc(N2CCCC2=O)c1 has -6%
In EPAC1 ag, CC(=O)Nc1ccc(S(=O)(=O)N2CCC(C(=O)NCCC(=O)NCc3ccncc3)CC2)cc1 has 3%
In aSyn rescue, COCC1CCCCN1C(=O)CCCn1nnnc1CN1CCC(C)CC1 (stereo unspecified) has -2%
In Abeta rescue, Cc1oc(S(=O)(=O)N2CCCCC2)cc1NC(=O)Nc1ccccc1 has 3%
In PLK1 PBD inh, O=C(NCCc1nc2ccccc2[nH]1)c1ccc(F)cc1 has -7%
In EPAC1 antagonist, CC(C)(C)NC(=O)CSc1nnc(C2CC2)n1Cc1ccccc1 has -8%

High-throughput results deposited in PubChem by National Center for Advancing Translational Sciences (NCATS).
